# K1F lysis inhibition: inhibition of K1F phage lysis, E. coli UTI89, bacterial capsule biogenesis inhibitors, alamar blue (AID 488966); E. coli UTI89 K1F phage lysis, alamar blue, 2 h; higher % means a stronger effect; one-dose inhibition, % at 100 µM; IC50 in µM for titrated hits; hit rate 0.02% among 340,000;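 active = phage lysis inhibition, versus mean bacterial control, above a set limit; inconclusive = no clear call, values can overlap the other calls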;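 also: capsule biogenesis inhibitors block K1F phage lysis so surviving cells raise fluorescence; higher fluorescence means more inhibition of phage lysis; actives were called in the ten point dose series up to 300 µM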
# human PMI inhibitors: human PMI inhibitors, high substrate, primary screen, biochemical, fluorescence intensity, high mannose 6-phosphate (AID 1220); one-dose inhibition, % at 20 µM; IC50 in µM for titrated hits; recombinant PMI enzyme, coupled fluorescence intensity; higher % means a stronger effect; hit rate 0.66% among 190,000
# RSV CPE inhibition: RSV antiviral activity via CPE protection, HEp-2 cells, primary 10 µM value included (AID 2391) | CPE inhibition, % at 10 µM; hits with a dose series show IC50 in µM | HEp-2 cells, RSV-induced CPE inhibition; higher % means a stronger effect | hit rate 0.13% among 310,000; in the data active = a potency from the dose series; inconclusive = CPE inhibition mostly from about 23% at the one dose, without a potency; inactive = the rest, 99 in 100 with CPE inhibition below about 21%; also: strong numbers were not always called active
# T cell modulator: T cell immune modulators affecting CD8 T cell-vesicle binding; 2C CD8+ T cell-vesicle binding, flow cytometry; hits give low values; calls only at 7 µM; hit rate 0.068% among 330,000;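 active = response, share of CD8 T cells binding vesicles, and their 90th percentile fluorescence all below set limits, cut at about 80% in these data, passing the limit was not always enough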
#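 Also added: QL9-peptide-loaded Drosophila micro-vesicles bearing Ld, ICAM-1 and B7-1; Test system: purified 2C TCR transgenic mouse naive CD8+ T cells; Measured by: cytometric PE anti-B7-1 and Alexa647 anti-CD8 signals after 1% paraformaldehyde fixation; Timing: binding step 1.5 h, 37 °C, antibody labelling 20 min, ice.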
# M1AAP inhibition: P. falciparum M1AAP inhibitors, biochemical, fluorogenic H-Leu-NHMec substrate, 1536-well (AID 1445); inhibition, % at 30 µM, or IC50 in µM where a hit was titrated; recombinant M1AAP, H-Leu-NHMec fluorogenic kinetic assay; higher % means a stronger effect; hit rate 0.42% among 220,000;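 active = primary inhibition above the hit cutoff, then over 50% inhibition at one or more dose response concentrations, cut at about 23% in these data, passing the limit was not always enough; inconclusive = conflicting primary data, or primary hits not chosen for dose response; inactive = low primary inhibition, or under 50% at every dose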;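 also: plate controls were DMSO full reaction for no effect and no enzyme background for full effect; strong numbers were not always called active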
# PMI inhibitors: MPI enzyme activity inhibition – biochemical, fluorescence intensity, coupled assay, primary screen (AID 1209); purified PMI enzyme, coupled fluorescence intensity; higher % means a stronger effect; inhibition, % at 20 µM; hits with a dose series show IC50 in µM; hit rate 0.42% among 190,000;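 also: plate controls were DMSO vehicle for no effect and wells lacking substrate for full effect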
# TNAP activators: stimulation of alkaline phosphatase TNAP activity – biochemical, luminescent, no phosphate acceptor, uHTS, primary screen (AID 1001); purified TNAP, luminescent activation assay, no phosphate acceptor; higher activation fold means a stronger effect; activation fold at 20 µM; hits with a dose series show EC50 in µM; hit rate 0.03% among 200,000; in the data active = activation fold from about 3, or a potency from the dose series; inactive = the rest, 99 in 100 with activation fold below about 1.6; also: many of its hits are not listed in these tables
# M17LAP inhibition: P. falciparum M17LAP inhibitors, primary screen, biochemical, fluorogenic H-Leu-NHMec substrate, 1536-well (AID 1619); recombinant M17LAP, H-Leu-NHMec fluorogenic kinetic assay; higher % means a stronger effect; inhibition, % at 30 µM; hits with a dose series show IC50 in µM; hit rate 0.38% among 220,000;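 active = compound inhibiting the enzyme by more than half at any dose during confirmatory dose-response retesting; inconclusive = strong single-dose inhibitors picked by rank but not retested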;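 also: plate controls were full reaction with DMSO carrier for no effect and no enzyme background for full effect; strong numbers were not always called active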
# West Nile virus CPE: inhibition of WNV-induced cytopathic effect – cell-based, CPE readout (AID 1621); West Nile virus-infected cells, CPE inhibition; higher % means a stronger effect; CPE inhibition, % at 10 µM; hits with a dose series show IC50 in µM; hit rate 0.02% among 290,000; in the data active = a potency from the dose series; inconclusive = CPE inhibition mostly from about 3.7% at the one dose, without a potency; inactive = the rest, 99 in 100 with CPE inhibition below about 2.2%; also: strong numbers were not always called active
# T cell modulator vesicle-bound %: further read-out of T cell modulator, marked with its call; double positive events, %; measured here: CD8+ vesicle-bound cell fraction;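 binding gate set so that unloaded-vesicle control wells show 10% double positive cells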
# * marks the source's active call; other numbers are inactive results; i = inactive; ? = inconclusive; . = not tested or not shown; [ ] = remark or other dose. Rule as the data show it, unless noted: active = inhibition above about 50%; inactive = the rest.
SMILES	K1F lysis inhibition	human PMI inhibitors	RSV CPE inhibition	T cell modulator	T cell modulator vesicle-bound %	M1AAP inhibition	PMI inhibitors	TNAP activators	M17LAP inhibition	West Nile virus CPE
COc1ccc(C(=O)Oc2ccc[nH]c2=O)cc1	0.1%	.	-0.7%	i	39	0%	.	.	1%	0.2%
CCOc1ccccc1N(CC(=O)N1CCCCCC1)S(=O)(=O)c1ccc(C)cc1	-0.4%	.	2.9%	i	66	.	.	.	.	-1.2%
COc1ccc(Cl)cc1NC(=O)NCCCl	0.7%	9%	-0.7%	i	23	8%	4%	1.1	-6%	0.0%
Cn1c2c(c(=O)n(C)c1=O)[C@@]1(C(=O)Nc3ccccc31)C(C#N)=C(N)O2	-0.2%	55%*	2.3%	i	60	3%	13%	0.9	12%	0.0%
CSc1cnn(Cc2ccccc2)c(=O)c1SCc1ccccc1	2.1%[50 µM]	-151%	-0.7%	i	33	7%	-59%	0.9	7%	-1.6%
CC1CN(S(=O)(=O)c2ccc(NC(=O)c3cc(-c4ccccc4O)n[nH]3)cc2)CC(C)O1 (stereo not drawn)	0.2%	7%	22%	i	53	-2%	9%	1.4	2%	-0.3%
Cc1cccc(C(=O)c2c(N)sc3c2CCCC3)c1	0.1%	-2%	2.6%	i	33	-1%	-4%	1.1	3%	-0.8%
OCC[C@@H]1C[C@@H](O)[C@H](O)[C@]2(Cc3ccccc3O2)O1	3.1%	.	1.4%	i	23	.	.	.	.	-0.5%
COc1ccccc1CNS(=O)(=O)c1cc(-c2cc(C)no2)ccc1C(C)C	0.6%	.	-0.4%	i	39	.	.	.	.	0.5%
O=C(COc1nnc2ccccn12)N1CCN(S(=O)(=O)c2ccccc2)CC1	2.4%	.	0.2%	i	52	.	.	.	.	?
COCCNC(=O)C(=O)NCC1OCCN1S(=O)(=O)c1ccc(C)cc1 (stereo not drawn)	0.1%	.	2.9%	i	9	.	.	.	.	-0.2%
Cc1ccc(NC(=O)CSc2nncc3ccccc23)cc1	0.2%	.	1.0%	i	18	.	.	.	.	-0.6%
CCOC(=O)C1C(=O)NC(C)C1c1ccccc1 (stereo not drawn)	1.3%	1%	-1.4%	i	5	3%	4%	1.7	-16%	1.0%
COc1ccc(Cl)cc1-c1n[nH]c(=S)n1C1CCCCC1	-0.2%	5%	4.8%	i	32	-2%	4%	1	0%	0.4%
CSc1nc2c(c(-c3ccccc3)c1C#N)CCC2	-0.9%	.	1.8%	i	30	.	.	.	.	0.2%
Cc1ccc(OCC(=O)N/N=C/C=C/c2ccco2)cc1C	1.3%[50 µM]	27%	2.4%	i	8	10%	7%	1.3	21%	-0.4%
COc1ccc(C2(CNC(=O)Cc3ccc(OC)c(OC)c3)CCCC2)cc1	-0.7%	3%	-0.3%	i	23	3%	-4%	1	0%	-1.0%
C=CCOc1ccc2c(c1)C(=NO)c1cc(OCC=C)ccc1-2	-0.3%	4%	7.7%	i	33	1%	7%	1.1	8%	-0.9%
O=C(CN1C(=O)c2ccccc2S1(=O)=O)NCc1ccccc1Cl	-2.0%	-13%	0.1%	i	36	0%	-2%	1.1	40%	-0.6%
O=C(Nc1ccccc1F)Nc1ccccc1F	0.2%	-3%	1.9%	i	60	8%	-2%	1.9	-1%	0.0%
CC(=O)Nc1cccc(C(=O)N/N=C/c2cccnc2)c1	0.8%	-8%	0.2%	i	56	1%	-8%	1.1	15%	-0.5%
O=C(N/N=C/c1ccc([N+](=O)[O-])o1)c1cc2ccccc2o1	0.3%	.	-4.6%	i	23	7%	.	.	16%	-0.5%
Cc1cccc(NC(=O)NC2CC3CCC(C2)N3Cc2ccco2)c1 (stereo not drawn)	0.4%	-8%	0.2%	i	18	12%	-5%	1.1	20%	-0.4%
CCCCCSc1nnc(-c2cc(Br)ccc2N)c(=O)[nH]1	0.0%	-76%	19%	i	43	7%	-12%	1.1	25%	-1.4%
CN(C)c1nc(-c2cccs2)cc(C(F)(F)F)c1C#N	1.1%	.	4.6%	i	25	6%	.	.	2%	-0.4%
O=C(NCCCc1ccccc1)C1CCC(CNc2c(N3CCCCC3)c(=O)c2=O)CC1 (stereo not drawn)	0.1%	.	0.2%	i	9	.	.	.	.	0.1%
FC(F)(F)c1cc(-c2cccs2)nc(-n2cc(Cl)cn2)n1	5.8%	-1%	5.6%	i	40	1%	3%	1.1	3%	-0.6%
Cc1nc2ccc(NC(=S)N3CCC(C)CC3)cc2nc1C	-2.6%	55%*	1.2%	i	56	0%	18%	1.1	-13%	0.7%
CCOc1ccc(-c2csc(Cn3c(CN4CCN(C)CC4)nc4ccccc4c3=O)n2)cc1	9.0%	-1%	0.4%	i	35	7%	22%	1.2	-1%	-0.9%
O=C1C=C(O)c2cccc(O)c2C1=O	-11%	.	.	i	19	5%	.	.	12%	0.6%
Cc1cccc(NC(=O)CCS(=O)(=O)c2ccc(Cl)cc2)c1	0.1%	.	1.1%	i	51	.	.	.	.	0.1%
COc1cc(C(=O)O/N=C(\N)c2ccc([N+](=O)[O-])cc2)cc(OC)c1OC	0.2%	5%	2.2%	i	57	4%	5%	1.1	7%	-0.3%
CCc1ccccc1NC(=O)Cn1cccc1C1=NC(c2ccccc2)CO1 (stereo not drawn)	0.1%	7%	1.5%	i	15	-2%	8%	1.1	10%	-0.2%
CC(C)c1cc(C(F)(F)F)n2nc(C(=O)O)cc2n1	0.1%	0%	1.4%	i	31	2%	-3%	1	5%	0.2%
COc1ccc(CN2CCNC(=O)C2CC(=O)N2CCCN(C(C)=O)CC2)c(OC)c1 (stereo not drawn)	2.8%	.	2.5%	i	20	.	.	.	.	0.1%
CCC1(C(=O)OC)NC(c2ccccc2OC)C2C(=O)N(C)C(=O)C21 (stereo not drawn)	0.3%	0%	3.3%	i	24	6%	2%	1	-11%	-0.2%
Nc1nc(NCC2CCCO2)nc(Nc2cccc(F)c2)c1[N+](=O)[O-] (stereo not drawn)	0.2%	.	1.4%	i	26	15%	.	.	-4%	0.6%
COc1ccc(CNC(=O)CCSCc2ccc(C)cc2)cc1	3.9%	-7%	0.1%	i	40	-2%	-5%	1.1	-9%	-0.8%
CC(=O)Nc1ccc(NC(=O)C(Sc2ccccc2)c2ccccc2)cc1 (stereo not drawn)	2.2%	.	1.2%	i	25	1%	.	.	-4%	0.2%
CCOc1ccc(NC(=O)CSc2nnc(-c3ccncc3)n2CC2CCCO2)cc1 (stereo not drawn)	0.7%	-5%	4.2%	i	64	9%	-8%	0.9	34%	-0.9%
COc1ccc(Cl)cc1NC(=O)C1Cc2ccccc2CN1S(C)(=O)=O (stereo not drawn)	0.1%	.	0.5%	i	33	.	.	.	.	0.0%
CC/S(=N\S(=O)(=O)c1ccc(C)cc1)c1ccccc1 (stereo not drawn)	0.8%	.	.	i	46	3%	.	.	-2%	-0.4%
Cc1cc(-c2ccccc2)nc(N(C)NC(=O)C(C)(C)C)c1S(C)(=O)=O	0.1%	-4%	-1.4%	i	56	6%	-4%	1.1	-1%	0.3%
COc1ccc(/C=C/C(=O)O)cc1Cl	-0.1%	.	2.8%	i	29	6%	.	.	13%	0.1%
CC(C)c1nc(CNC(=O)CC2C(=O)NCCN2Cc2ccoc2)cs1 (stereo not drawn)	-0.2%	4%	0.7%	i	60	0%	2%	1.1	2%	0.0%
O=C(COC(=O)c1ccc(F)cc1)NCCCc1ccccc1	0.3%	.	0.7%	i	18	.	.	.	.	-0.3%
CCn1c(O)c(N=NC(=O)c2cccc(S(=O)(=O)N3CCCCC3)c2)c2ccccc21	2.0%	22%	15%	i	46	3%	24%	0.9	5%	0.0%
O=C(Nc1ncccc1O)c1cccc(S(=O)(=O)N2CCc3ccccc32)c1	0.9%	33%	1.1%	i	43	?	16%	1.1	11%	-0.2%
O=C(NNS(=O)(=O)c1ccc(F)cc1)C1CCN(Cc2cccc(F)c2)CC1	-0.7%	-1%	1.0%	i	42	-1%	0%	1	-12%	-0.4%
COc1ccc(NC(=O)CN(c2ccccc2F)S(=O)(=O)c2ccc(C)cc2)c(OC)c1	0.0%	.	1.5%	i	50	.	.	.	.	-0.7%

# The listing continues.
SMILES	K1F lysis inhibition	human PMI inhibitors	RSV CPE inhibition	T cell modulator	T cell modulator vesicle-bound %	M1AAP inhibition	PMI inhibitors	TNAP activators	M17LAP inhibition	West Nile virus CPE
Cc1ccc(OCc2nnc(SCC(=O)Nc3ccc(N4CCOCC4)cc3)o2)cc1	0.4%	.	1.7%	i	28	.	.	.	.	2.1%
CC1CC2C3CCC4=CC(=O)C=CC4(C)C3(F)C(O)CC2(C)C1(O)C(=O)CO (stereo not drawn)	0.2%	.	-2.4%	i	15	1%	.	.	-2%	0.8%
COc1ccc(-c2cc(C(=O)NN)[nH]n2)cc1	-0.2%[50 µM]	2%	2.3%	i	21	0%	18%	0.1	-8%	-1.1%
C=CCOc1ccc(/C=C2\SC(N3CCCCC3)=NC2=O)cc1	0.2%	.	5.0%	i	58	.	.	.	.	-0.9%
O=[N+]([O-])c1ncn(Cc2ccccc2Cl)n1	-0.1%	6%	0.3%	i	33	2%	-3%	1.1	5%	-0.9%
O=C(CSc1nc2ccccc2nc1SCC(=O)N1CCOCC1)N1CCOCC1	4.0%	1%	0.2%	i	4	6%	5%	1.1	15%	0.1%
